MMP13 inh: inhibitors of human MMP13 | MMP-13 fTHP FRET cleavage, Mca fluorescence | P45452 | hit rate 0.07% among 65,000 | inhibition, % at 4 µM;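 active means inhibition above the mean of compound-free control plate wells plus 3 SD, cut at about 14% in these data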;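 further: 0% = DMSO wells and 100% = wells with reference MMP-13 inhibitor after basal subtraction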
A340 absorber: absorbance at 340 nm. compound absorbance at 340 nm, fold over control. fold change at 10 µM. 65,000 tested, under 10 active. AID 708;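 active means at 10 µM dose, initial 340 nm absorbance at least 2 fold that of control wells; inactive means change under 2 fold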;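 further: initial absorbance extrapolated from kinetic A340 decline of NADH oxidation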
5HT1a antag: 5-HT1a (human) receptor antagonism; CHO 5-HT1a Ga15 NFAT-bla reporter, antagonist mode; inhibition, % at 10 µM; hit rate 0.68% among 62,000;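 active means inhibition above the mean of all tested compounds plus 3 SD, cut at about 43% in these data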;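 further: receptor stimulated by 5-CT agonist at 100 nM near EC80; beta-lactamase reporter measured by ratiometric fluorescence of a cleavable substrate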
RORa activator: activates the human nuclear receptor RORA; P35398; CHO-K1 Gal4-RORA LBD luciferase reporter, luminescence; percent increase over mock-subtracted basal signal; activation, % at 10 µM; hit rate 1.5% among 65,000;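 active means activation above the mean of all tested compounds plus 3 SD, cut at about 49% in these data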;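 further: 0% = DMSO-treated RORA cells and 100% = added signal equal to DMSO minus mock-transfected cells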
Target sequence (P35398 whole entry, looked up, the tested form may be a part): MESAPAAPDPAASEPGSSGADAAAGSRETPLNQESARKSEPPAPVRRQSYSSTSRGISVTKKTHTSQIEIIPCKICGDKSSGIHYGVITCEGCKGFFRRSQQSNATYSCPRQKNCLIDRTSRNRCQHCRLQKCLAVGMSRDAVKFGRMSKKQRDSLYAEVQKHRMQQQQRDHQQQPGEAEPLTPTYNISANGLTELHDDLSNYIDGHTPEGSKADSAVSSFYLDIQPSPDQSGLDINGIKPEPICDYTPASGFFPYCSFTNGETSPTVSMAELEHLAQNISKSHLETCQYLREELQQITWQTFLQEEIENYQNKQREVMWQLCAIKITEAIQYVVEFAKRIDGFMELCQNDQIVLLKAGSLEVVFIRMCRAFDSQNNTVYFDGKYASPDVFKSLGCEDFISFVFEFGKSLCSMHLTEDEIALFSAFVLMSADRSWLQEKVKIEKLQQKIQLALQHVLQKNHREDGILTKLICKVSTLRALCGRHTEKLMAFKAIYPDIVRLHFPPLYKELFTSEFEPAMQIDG
SF-1 act: SF-1 (human) activation. Q13285. CHO-K1 Gal4-SF-1 LBD luciferase reporter; % increase over DMSO SF-1-specific signal. activation, % at 10 µM. hit rate 1.9% among 65,000. AID 522;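 active means activation above the mean activation of all tested compounds plus 3 SD, cut at about 50% in these data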
Target sequence (Q13285 whole entry, looked up, the tested form may be a part): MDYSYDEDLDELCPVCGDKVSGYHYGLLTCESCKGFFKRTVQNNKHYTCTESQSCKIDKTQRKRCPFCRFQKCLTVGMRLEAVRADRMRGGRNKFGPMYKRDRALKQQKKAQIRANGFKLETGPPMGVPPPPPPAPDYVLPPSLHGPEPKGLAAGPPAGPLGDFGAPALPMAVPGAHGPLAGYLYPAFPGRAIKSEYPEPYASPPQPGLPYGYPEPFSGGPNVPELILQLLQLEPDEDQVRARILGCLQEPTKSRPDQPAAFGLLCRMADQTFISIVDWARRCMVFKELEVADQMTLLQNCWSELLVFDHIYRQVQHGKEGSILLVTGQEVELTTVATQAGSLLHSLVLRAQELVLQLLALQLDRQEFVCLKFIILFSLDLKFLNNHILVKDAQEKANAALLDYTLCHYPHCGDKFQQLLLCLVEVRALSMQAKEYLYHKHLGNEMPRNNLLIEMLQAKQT
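Test system: CHO-K1 cells with Gal4–hSF-1 LBD chimera plus Gal4-driven luciferase; Input: 4,000 cells/well; Compound: 10 µM only; Times: 20 h compound treatment, 37 °C; Measured by: steady-glow luciferase luminescence, read after 15 min reagent incubation; Measure: percent activation versus DMSO; Control set: DMSO and mock-transfected background; Replicates: one test per compound.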
TNAP act DEA: activators of human TNAP at intermediate phosphate acceptor; P05186; purified TNAP, CDP-star luminescence, 100 mM DEA, 30 min; active compounds read high; scale: 0 levamisole-inhibited, 1 vehicle-only enzyme; activation factor at 20 µM; 64,000 tested, under 10 active;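 active means activation factor of at least 2 at 20 µM, relative to controls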
HTR1A agonist: activates the human 5-HT1a serotonin receptor; P08908; activation, % at 10 µM; hit rate 0.56% among 65,000; CHO 5-HT1a Ga15 NFAT-bla reporter, FRET ratio; 0% basal, 100% maximal reference agonist;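 active means activation above the screen-wide mean activation plus 3 SD, cut at about 19% in these data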;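 further: 0% = DMSO wells and 100% = 5-CT at EC100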
Autofluor 339: intrinsic fluorescence of library compounds, ex339/em460 – biochemical, MLSMR library, data from DPM-DC assay, artefact control, profiling panel; compound autofluorescence, ex339/em460 nm, NADH buffer; active compounds read high; 1 = no-compound wells, NADH background; fluorescence fold increase at 10 µM; hit rate 5.5% among 65,000;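 active means at 10 µM, mean starting fluorescence two-fold or more over control wells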;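 further: signal is the first read of a kinetic run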
NADH enzymes: blocks coupling enzymes of NAD/NADH assays. coupled PK/LDH NADH assays, four targets. IC50, µM (doses to about 10 µM), for the others: at the highest dose inhibition. hit rate 0.02% among 65,000;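 active means single-dose screening hits from any of four coupled enzyme assays that gave an IC50 when retested across doses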;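 further: the DPM-DC format reads NADH fluorescence rather than 340 nm absorbance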
* = called active by the depositor; nt = no result given; [ ] = dose if it differs, or a comment.

SMILES	MMP13 inh	A340 absorber	5HT1a antag	RORa activator	SF-1 act	TNAP act DEA	HTR1A agonist	Autofluor 339	NADH enzymes
CCn1c(CCC(=O)Nc2cc(F)ccc2C)nc2cc(S(=O)(=O)N(C)C)ccc21	-4	1	-3	-12	-6	0.9	-1.9	1.1	3%
Cc1[nH]c2ccccc2c(=O)c1CN(C)Cc1ccccc1	0	1	-8	8	29	0.9	-0.6	1.1	2%
O=C(OC1CCOC1=O)c1ccc(-c2nc3ccccc3s2)s1 (configuration not stated)	-132[fluorescence artefact?]	1.2	0	-61	-60	1	-1.1	5*	8%[fluoresces]
CCN1CCN(CCCNC(=O)c2cn(CCOC)c(=O)c3c2c2ccccc2n3C)CC1	-51	1	40	7	-4	0.9	-3.8	3*	4%[may fluoresce]
CCCCn1c(=S)[nH]c2c(oc3ccc(Cl)cc32)c1=O	-3	1.1	2	6	-8	0.9	0.7	1.1	0%
c1ccc(N2CCN(Cc3cn4cccnc4n3)CC2)cc1	-3	1	-3	3	3	0.8	-1.4	1.1	1%
CC1(C)C2CCC1(C)C(OC(=O)CC(=O)O)C2 (configuration not stated)	-2	1	nt	-6	-2	0.8	-0.6	1.1	3%
Cc1ccccc1-c1nc(CS(=O)(=O)CC(=O)NCCCN2CCCC2=O)c(C)o1	5	1.1	9	-27	-6	1	-1.5	1.1	1%
Cc1c(C(=O)N2CCCC2)oc2c1-c1[nH]ncc1CC2	0	1	-19	2	-7	0.8	0.4	1.1	8%
COC(=O)c1cc2sccc2n1CC(=O)Nc1cc(OC)cc(OC)c1	4	1	29	-11	-16	1	-1.6	1.1	4%
Cc1cc(C)nc(N2CCN(c3nc(C)cc(C)n3)CC2)n1	1	1	-19	-5	1	0.9	-0.4	0.83	17%
CCOCCCNc1nc2c(c(=O)n(C)c(=O)n2C)n1CCCc1ccccc1	1	1	-4	11	8	0.9	-0.3	1.1	5%
CCOC(=O)c1c(N)sc2c(NC(C)=O)cccc12	3	1	-15	11	15	0.9	0.8	1.1	8%
CCOC(=O)c1cccc(NC(=O)CSc2nc3cccnc3n2C)c1	8	1	-12	-2	-6	0.8	-1.5	1.1	1%
O=C(Cc1cccs1)NCc1cccs1	7	1	9	-7	28	0.9	-1.9	1.1	5%
COc1ccc(N2CCN(C(=O)CSc3nnc(Cn4nnc5ccccc54)n3C)CC2)cc1	-1	0.97	-11	-12	6	0.9	-2.4	1	4%
CCOc1ccc(NC(=O)CN2CCN(CC(=O)Nc3cccc(F)c3)CC2)cc1	2	1	-9	0	11	0.9	-4.7	1.2	5%
Cc1csc(NC(=O)c2cccs2)n1	7	1	-4	18	53*	0.9	-0.9	1	2%
CCOc1ccccc1Nc1ccc(C(=O)O)cc1NC(C)=O	-1	1.1	0	-26	4	1	-3.8	1.1	7%
Cn1c(=O)n(Cc2ccccc2F)c(=O)c2c1nc1n2CCCN1CCc1ccccc1	0	1	-8	2	27	0.9	-0.8	1.1	5%
CCOC(=O)COc1nc(N(C)C)nc(N(C)C)n1	-8	1	nt	0	-4	0.9	-0.7	1	4%
COc1ccc(C2C(C(N)=O)=C(C)Nc3nc(-c4cccc(Cl)c4)nn32)cc1OC (configuration not stated)	0	0.99	-5	-26	5	0.9	-2.5	1.1	4%
CCOC(=O)C1Cc2c([nH]c3ccccc23)CN1 (configuration not stated)	6	0.99	7	-5	7	0.9	-1.7	1.2	3%
Cc1onc(-c2ccccc2Cl)c1C(=O)NCc1ccccn1	1	1.1	-3	-14	-6	1.1	-1.1	1.1	4%
CCOC(=O)c1ccc(N=CC2=C(O)CC(c3ccco3)CC2=O)cc1 (configuration not stated)	-7	1	nt	19	26	0.8	0.2	1	1%
Cc1ccc(CNC(=O)C2CCN(S(=O)(=O)N3CCOCC3)CC2)cc1	14	1	2	24	9	0.9	-2.0	1.1	6%
COc1cccc(OC)c1C(=O)Nc1ccccc1N1CCCC1	2	0.99	4	-5	-2	0.8	0.2	1	6%
CCOC(=O)c1cc2sccc2n1CCCN1C(=O)c2ccccc2C1=O	-9	1	6	7	-2	0.8	-0.1	1.1	6%
Cc1ccc(N(CC(O)CN2CCCC2)S(=O)(=O)c2ccc(C)cc2)cc1 (configuration not stated)	1	0.99	nt	-5	-16	0.8	-0.7	0.99	3%
Cn1c(Cn2c(=O)sc3ccccc32)nnc1SCC(=O)Nc1ccc2c(c1)OCO2	5	1.1	6	-6	-8	0.9	0.1	1.4	2%
CCOc1cc(-c2ccccc2)nc(N)n1	1	0.97	0	38	39	0.9	-2.9	1.1	9%
O=C(NCc1ccco1)Nc1cccs1	-7	1	33	7	-8	1	-3.8	1.1	5%
Cc1coc2cc3oc(=O)c4c(c3cc12)CCC4	-29	1	6	-6	-7	0.8	-4.1	2.8*	4%[may fluoresce]
Cc1ccc2c(c1)NC(=O)C(CC(=O)NCCCN1CCc3ccccc3C1)O2 (configuration not stated)	2	1	11	-5	0	0.9	18	1.1	2%
C=COC(=O)CSc1nc(-c2cccs2)ccc1C#N	-50[fluorescence artefact?]	1.1	nt	40	69*	0.9	0.1	2.1*	3%
COCC(C)n1c(C)cc(C(=O)CSc2nc3ccccc3c(=O)[nH]2)c1C (configuration not stated)	-3	1	2	12	-3	1	-0.8	1.1	2%
CCn1cc(C(=O)N2CCN(C3CCCCC3)CC2)c2cc(OC)c(OC)cc2c1=O	-4	0.98	-4	-10	0	0.9	-6.5	1.2	3%
CC(C)(C)C(=O)CCN1C(=O)C2(OCCO2)c2ccccc21	3	1	-7	-6	12	1	-1.2	1.1	3%
Cc1ccc2[nH]c(=O)c(CN(CCCO)S(=O)(=O)c3cccc4nsnc34)cc2c1	0	1	7	17	8	1	0.8	1	6%
Cc1cc(NC(=O)CN2C(=O)CC(c3ccco3)Sc3ccccc32)no1 (configuration not stated)	2	1.1	0	-17	-11	1	-1.9	1.1	3%

Nothing new here: an excerpt of the list.
SMILES	MMP13 inh	A340 absorber	5HT1a antag	RORa activator	SF-1 act	TNAP act DEA	HTR1A agonist	Autofluor 339	NADH enzymes
Cc1ccc2[nH]c(=O)c(CN(CCCO)S(=O)(=O)c3cccc4nsnc34)cc2c1	0	1	7	17	8	1	0.8	1	6%
Cc1cc(NC(=O)CN2C(=O)CC(c3ccco3)Sc3ccccc32)no1 (configuration not stated)	2	1.1	0	-17	-11	1	-1.9	1.1	3%

The listing continues.
SMILES	MMP13 inh	A340 absorber	5HT1a antag	RORa activator	SF-1 act	TNAP act DEA	HTR1A agonist	Autofluor 339	NADH enzymes
CCOc1ccccc1N(CC(=O)O)S(=O)(=O)c1ccc(C)cc1	2	1.1	6	13	-1	1	-3.6	1.1	0%
c1csc(-c2nnc3ccccn23)c1	-16	1.1	1	-10	11	0.9	-0.3	1.7	4%
CC(C)(C)n1ncc2c(=O)n(CC(=O)N3CCCc4ccccc43)cnc21	-3	0.97	-4	-10	-14	1	0.8	1.1	7%
Cc1occc1C(=O)N1CCN(S(C)(=O)=O)CC1	-1	1	5	-12	-12	0.9	-1.0	1.1	2%
O=C(CSc1nnc(CNc2ccc(F)cc2)n1Cc1ccco1)N1CCCC1	2	1	6	16	-3	1	-0.4	1.1	2%
CCn1c(-c2ccco2)n[nH]c1=S	-14	1	nt	5	-2	0.9	1.0	1.1	5%
CCOC(=O)C1=C(C)NC(=O)NC1/C(C)=C/c1ccccc1 (configuration not stated)	-4	1	-14	10	27	0.9	0.0	1.1	14%
Fc1ccccc1OCCSc1nnnn1-c1ccccc1	1	1	-1	43	46	0.8	-4.0	1.2	10%
CCC(Sc1nc(C)cc(=O)[nH]1)C(=O)Nc1ccc(Cl)cn1 (configuration not stated)	-1	1	-2	14	3	0.9	3.3	1	2%
O=C(Nc1ccon1)c1ccc(Br)o1	0	1	-9	-18	5	0.9	-0.6	1	2%
O=C(O)Cn1c2c(c3ccccc31)CCCC2	-8	1.1	6	13	18	0.9	-2.3	1.2	1%
Cc1cccn2c(=O)c3cc(C(=O)NC(C)c4ccccc4)c(=N)n(CCCn4ccnc4)c3nc12 (configuration not stated)	-439[fluorescence artefact?]	1.1	-66	3	-6	0.8	16	3.8*	3%[fluoresces]
CC1CCc2c(sc3nc(C4CC4)nc(SCC(=O)NCc4ccco4)c23)C1 (configuration not stated)	-7	1.1	-10	2	10	0.9	0.2	1.1	4%
CCOC(=O)c1sc(=S)n(CC)c1NC(=O)C1CC1	8	1.1	5	8	19	0.9	-0.7	1.1	2%
CCC(=O)Nc1c(OC(=O)CC)ccc2c(C)cc(=O)oc12	-67	1.1	1	2	9	1	1.3	2.1*	9%[fluoresces]
CCOc1ccc(C)cc1S(=O)(=O)NC1CCCCC1	0	1.1	17	-15	4	0.9	-1.5	1.1	3%
Cc1c(C2OC(=O)C3(CCCCC3)C(=O)C2(C)C)c(=O)n(-c2ccccc2)n1C (configuration not stated)	1	1.1	6	34	-12	0.9	-0.8	1.2	3%
Cc1sc2nc(C3CC3)nc(N3CCN(S(=O)(=O)c4ccc(F)cc4)CC3)c2c1C	-4	1	-44	-9	-5	0.9	2.8	1.1	4%
COc1ccc(C(=O)NCc2n[nH]c(=S)n2-c2ccccc2)cc1OC	2	1.1	4	-7	-1	1	-1.6	1.1	0%
N#CCc1c(C#N)c(N)nc(N2CCN(S(=O)(=O)c3ccccc3)CC2)c1C#N	-2	1	-22	12	3	0.8	1.7	1.4	7%

An excerpt from above, limited to MMP13 inh:
| SMILES | MMP13 inh |
| --- | --- |
| CC(C)(C)n1ncc2c(=O)n(CC(=O)N3CCCc4ccccc43)cnc21 | -3 |
| Cc1occc1C(=O)N1CCN(S(C)(=O)=O)CC1 | -1 |
| O=C(CSc1nnc(CNc2ccc(F)cc2)n1Cc1ccco1)N1CCCC1 | 2 |

Following part
SMILES	MMP13 inh	A340 absorber	5HT1a antag	RORa activator	SF-1 act	TNAP act DEA	HTR1A agonist	Autofluor 339	NADH enzymes
C=CCSc1nc(C)c(CC(=O)OCCCC)c(=O)[nH]1	-1	1.1	0	15	-5	1	-1.8	1.1	2%
COc1ccc(OC)c2c(C)cc(N3CCCN(C)CC3)nc12	nt	1.1	nt	nt	nt	1	nt	2.2*	1%[fluoresces]
CCn1c(SCC(=O)N2CCN(c3ccc(F)cc3)CC2)nnc1-c1ccncc1	7	0.93	0	-3	4	0.8	-0.2	1.1	4%
COC(=O)c1[nH]c2ccc(C)cc2c1NC(=O)CCN1CCN(Cc2ccc3c(c2)OCO3)CC1	-13	1	0	5	-11	1	-0.9	2.3*	8%
CCCCS(=O)CC(COc1ccc(Cl)cc1)OC(=O)c1ccccc1 (configuration not stated)	-1	1	0	-8	-8	1	-0.5	1.1	6%
COC(=O)c1ccc(-c2cc(C(=O)O)c3cc4c(cc3n2)OCCO4)cc1	-415[fluorescence artefact?]	1.2	0	11	8	0.9	-7.5	4.9*	9%[fluoresces]
COC1(OC)N=C(NC(=O)Nc2ccccc2)C2(C#N)C(c3ccccc3)C12C#N (configuration not stated)	6	1	-6	10	-11	1	-0.9	1	3%
CC(C)[C@H](NC(=O)Nc1cccc(C(F)(F)F)c1)C(=O)O	-2	1	-15	-16	2	0.8	-1.6	1.1	3%
CC1(C)OC(=O)N(c2cccnc2)C1(C)O (configuration not stated)	0	0.98	-10	-6	11	0.9	0.7	1	3%
CCCCNC(=O)c1ccc2nc(-c3ccco3)c(-c3ccco3)nc2c1	5	1.1	-6	-16	19	0	-0.2	1.9	20%
C=CCNc1nc(-c2cccc(OC)c2O)nc2ccccc12	-3	1	nt	13	15	1	1.6	1.1	1%
COC(=O)c1ccc2ccn(CC(=O)NC(C)C)c2c1	-184[fluorescence artefact?]	1.1	-16	-10	-6	0.9	-2.0	2.1*	4%[fluoresces]

Screening results deposited in PubChem BioAssay by several laboratories.
